From PubChem
FID counter: fluorescent intercalator displacement, NS3 helicase counter-screen. DNA fluorescent intercalator displacement, fluorescence. inhibition, % at 7.9 µM. 0.17% of 290,000 active. AID 1845; in the data active = inhibition above about 37%;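 also: 0% = vehicle and 100% = reference compound; higher means more ethidium bromide displaced from hairpin DNA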
SUMO HTRF inh: SUMOylation inhibition; P63279; HTRF SUMOylation assay, SAE1/SAE2 + UBC9, in vitro; inhibition, % at 35 µM; 0.36% of 290,000 active; AID 2006; in the data active = inhibition above about 50%, passing the limit was not always enough; also: strong numbers were not always called active
Target sequence (P63279 whole entry, looked up): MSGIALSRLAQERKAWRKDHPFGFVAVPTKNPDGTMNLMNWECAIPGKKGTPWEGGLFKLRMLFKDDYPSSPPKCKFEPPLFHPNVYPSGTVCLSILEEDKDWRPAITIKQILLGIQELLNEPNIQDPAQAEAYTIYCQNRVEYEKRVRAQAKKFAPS
MEKK2mut PB1 HTS: signal of MEK5 binding to mutant human MEKK2 PB1 domain; bead flow cytometry, Alexa488-MEK5 binding to MEKK2 mutant; percent response, % at 10 µM; 0.35% of 290,000 active; in the data active = percent response above about 24%, passing the limit was not always enough; also: inactives centre near 1; some results filed as inactive read as strong as hits
MEKK3 PB1 HTS: raises or lowers MEK5 binding to the human MEKK3 PB1 domain. binding response (% of control), % at 10 µM. 1.4% of 290,000 active. Q99759. bead-based flow cytometry, Alexa488-MEK5 binding to MEKK3; actives lie on both sides; 0 = blocked by unlabeled MEK5, 100 = vehicle. AID 1529;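 active = binding response more than 3 SD above or below the average of its plate-row segment, actives on both sides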;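 also: Alexa488 bead fluorescence after subtracting the streptavidin-only scavenger bead signal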
MEKK2wt PB1 HTS: raises or lowers MEK5 binding to wildtype human MEKK2 PB1 domain; binding response (% of control), % at 10 µM; 1.1% of 290,000 active; AID 1531; bead flow cytometry, Alexa488-MEK5 binding to MEKK2 WT; actives lie on both sides; Q9Y2U5; in the data active = binding response below about 67% or above about 130%
NS3 helicase inh: inhibitors of Hepatitis C virus NS3 helicase; NS3 helicase DNA unwinding, Cy5 molecular beacon fluorescence; inhibition, % at 10.9 µM; 0.56% of 290,000 active; AID 1800;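 active = inhibition above the mean of all tested compounds plus 3 SD, set per campaign, cut at about 35% in these data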;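 also: 0% = DMSO wells and 100% = thioflavine S control wells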
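System: NS3 helicase fragment of HCV / Schedule: 1 h at 25 °C / Control set: DMSO alone as 0% and 110 µM thioflavine S as 100% / Reagent: Cy5/quencher beacon DNA duplex and ATP to start / Technique: Cy5 fluorescence / Replication: singlicate / Evaluation: % inhibition of end-to-start signal ratio versus controls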
CRFBP-R2 block: antagonists of CRF-binding protein/CRF-R2 receptor complex. HEK293 CRF-R2/CRF-BP, CRF-induced calcium fluorescence. inhibition, % at 11.8 µM. 0.59% of 350,000 active. AID 588475;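 active = inhibition of the ligand-induced calcium signal above about 50% at the single tested concentration, limit read from the data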
GalR3 antagonist: blocks the human galanin receptor 3. O60755. HEK293 GalR3-CNG cAMP membrane potential fluorescence; galR3 body fused to GalR1 C-terminus. inhibition, % at 3 µM. 0.44% of 360,000 active;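 active = inhibition above the screen-wide average plus 3 SD, cut at about 13% in these data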;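 also: forskolin and galanin both at EC90 stimulate the cells; cAMP rise reported by CNG channel membrane potential dye signal; 0% = forskolin plus galanin with DMSO and 100% = forskolin alone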
Target sequence (O60755 1-299 limits assumed): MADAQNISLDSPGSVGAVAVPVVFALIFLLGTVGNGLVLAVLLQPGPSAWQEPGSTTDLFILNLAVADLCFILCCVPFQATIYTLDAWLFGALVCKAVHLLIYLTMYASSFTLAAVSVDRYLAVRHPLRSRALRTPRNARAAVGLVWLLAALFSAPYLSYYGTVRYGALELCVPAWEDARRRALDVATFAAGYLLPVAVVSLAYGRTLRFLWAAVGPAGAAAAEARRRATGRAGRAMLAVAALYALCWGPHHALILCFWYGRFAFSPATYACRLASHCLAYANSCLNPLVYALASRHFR
CRFBP-R2 agonist: agonists of human CRF-binding protein/CRF-R2 receptor complex. 0.46% of 350,000 active. activation, % at 13.2 µM. HEK293 CRF-R2/CRF-BP, calcium dye fluorescence (FLIPR); percent of saturating CRF peptide response. AID 588473;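 active = activation of at least 50%, plus an integration ratio under a set limit after plate pattern correction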;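 also: plate controls were neutral control wells without compound for no effect and CRF at EC100 for full effect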
Starred values were filed as active, the others as inactive; · = not tested or not shown; [ ] = another dose, or the depositor's remark.

SMILES	FID counter	SUMO HTRF inh	MEKK2mut PB1 HTS	MEKK3 PB1 HTS	MEKK2wt PB1 HTS	NS3 helicase inh	CRFBP-R2 block	GalR3 antagonist	CRFBP-R2 agonist
Cc1cc(C)c(C#N)c(N2CCN(S(=O)(=O)Cc3ccccc3)CC2)n1	-30	0	7	105	113	-13	1	-2	0.6
CCOP(=O)(c1ccc(N(C)C)cc1)C(O)c1ccccc1F (centres undefined)	-15	0	3	102	102	13	10	-9	-0.5
O=C(CSc1ccccc1)NCc1ccccn1	-7	2	-2	95	95	-1	7	-3	-3.2
COCCNC(=O)c1ccccc1NC(=O)c1ccccc1SC	-3	6	1	100	103	6	-3	-2	-0.9
COc1ccc(OC)c(/C=C2\SC(=S)N(Cc3cccnc3)C2=O)c1	-5	1	-4	88	68	2	-183	-3	136*
COc1cccc(N2CCN(C(=S)Nc3cccc(C)c3)CC2)c1	-7	-4	6	104	105	0	5	-5	-2.9
COc1ccc(CCNC(=O)C2CC(=O)N(c3ccc(Br)cc3)C2)cc1OC (centres undefined)	-20	9	0	106	101	-6	5	-5	0.6
O=C(O)c1ccccc1CSc1nc2ccccc2[nH]1	-5	11	0	98	94	14	-6	-9	0.6
CNC1=CC(=O)CC(c2ccccc2)C1 (centres undefined)	-1	3	-14	84	80	5	-8	-7	0.6
O=C(COC(=O)/C=C/c1ccc(Cl)cc1)Nc1ccc2c(c1)OCCO2	-7	9	-1	98	101	6	-4	2	2.6
Cn1c(N)c(S(=O)(=O)NCc2ccccc2Cl)c(=O)n(C)c1=O	-11	8	-9	103	101	-2	1	3	-1.4
CC(=O)c1cccc(NC(=O)CSc2ccc(-c3ccco3)nn2)c1	-21	11	12	108	114	19	12	-3	0.4
CCc1ccccc1Nc1nc(N)nc(CSCC(=O)Nc2ccc(C)c(C)c2)n1	-30	-3	-2	97	94	-7	-5	-3	0.0
COc1cccc(-c2nc(CS(=O)(=O)CC(=O)N3CCN(C4CCCCC4)CC3)c(C)o2)c1	5	4	4	101	107	-9	-21	·	1.4
O=C(O)CCCn1cc(NC(=O)COc2ccccc2F)cn1	-11	1	-6	103	95	2	-10	-8	0.5
Cc1nc(SCC(=O)c2cc3ccccc3oc2=O)c(C#N)c(-c2ccccc2)c1C(=O)Nc1ccccc1	-4	28	3	122	99	28	-19	7	-0.8
O=C(NCCOC(=O)c1ccc(Cl)cc1)c1cccnc1	-4	17	-23	93	61	-11	1	-7	7.7
COc1cccc(CN2CCN(CCCc3ccccc3)C(CCO)C2)c1O (centres undefined)	-5	10	2	102	104	12	1	-3	3.1
Cc1ccc(NC(=O)c2cc(S(=O)(=O)N3CCCC3)cn2C)cc1	-24	18	0	95	96	2	-2	·	-4.5
COC(=O)CSc1nnc(-c2sc3ccccc3c2Cl)o1	-9	6	7	108	108	2	-6	-5	2.2
O=C(NC1CCCC1)c1cc2c(ccc3ccccc32)o1	-13	17	-2	102	102	2	-36	-8	0.1
COc1cc(OC)c(OC)cc1CN1CCCC(C(=O)c2ccccc2SC)C1 (centres undefined)	8	22	16	108	125	3	13	-8	1.0
COc1ccc(-c2nsc3c(N4CCN(S(=O)(=O)c5ccccc5F)CC4)ncnc23)cc1	3	-2	-14	71*[inhibitor]	80	9	-5	3	-0.3
CCCN(CCC)C(=O)CC(c1ccccc1)c1cc(C)ccc1O (centres undefined)	-40	1	2	100	98	3	28	-7	-1.1
N#Cc1c(N)nc2c(c1-c1ccc(Br)s1)CCCC2	2	10	6	100	97	1	-17	-3	-0.3
Next section.
SMILES	FID counter	SUMO HTRF inh	MEKK2mut PB1 HTS	MEKK3 PB1 HTS	MEKK2wt PB1 HTS	NS3 helicase inh	CRFBP-R2 block	GalR3 antagonist	CRFBP-R2 agonist
Cc1cc2c(s1)CCCCC(=O)N2	-3	16	10	104	103	-2	12	-1	-1.7
Cc1cccc(C2Nc3ccccc3C(=O)N2NC(=O)c2ccc([N+](=O)[O-])cc2)n1 (centres undefined)	3	12	-3	95	97	2	-14	5	-0.2
O=C(CN1C(=O)C2C3C=CC(C3)C2C1=O)Nc1cccc(S(=O)(=O)N2CCCC2)c1 (centres undefined)	-10	-29	-2	99	97	7	-1	0	1.1
O=C(N/N=C/c1cccnc1)c1cc2ccccc2cc1O	-28	5	1	99	103	8	-12	2	-2.6
COc1ccc(Cl)cc1S(=O)(=O)NCc1cccnc1	-2	17	-2	98	98	1	11	-3	-2.0
Cc1ccc(NC(=O)C2CCCN(S(=O)(=O)c3c(C)noc3C)C2)c(Br)c1 (centres undefined)	-37	-2	0	100	102	3	3	4	-2.5
CCC(C)NC(=O)c1cc(-c2ccccc2O)on1 (centres undefined)	0	7	9	107	110	1	19	·	-0.8
CC1CCN(C(c2cccs2)c2nnnn2Cc2ccccc2)CC1 (centres undefined)	-25	11	-1	98	96	23	48	-1	3.8
COc1ccc(NC(=O)COc2ccccc2)cc1NC(=O)c1ccco1	-29	15	3	109	110	1	1	-3	0.5
COC(=O)C1N[C@@H]([C@@H](NC(=O)COc2ccccc2)C(=O)NCc2ccc(OC)cc2)SC1(C)C (some centres undefined)	·	·	-1	105	103	·	-5	-4	-3.3
CNC(=O)c1c(NC(=O)c2cccc(C)c2)sc2c1CCC2	-6	7	0	101	105	-7	1	-2	1.3
CSc1ccccc1NC(=O)NCCCl	0	13	1	106	98	-9	28	-2	1.3
COc1cc(/C=N/n2cnnc2)ccc1OC(=O)c1ccco1	-7	13	-4	97	96	-2	-18	-5	2.0
COc1ccc(-c2ncccc2OC(=O)C23CC4CC(CC(C4)C2)C3)cc1	-20	5	14	110	96	-30	6	-2	1.2
O=C(NC1CCCC1)C(c1ccc(N2CCOCC2)cc1)N(Cc1ccccc1)C(=O)c1ccco1 (centres undefined)	-5	-1	-3	94	91	-2	-31	0	0.7
COc1ccc(C)cc1NC(=O)CCCNC(=O)Cn1cnc2sc(C)c(C)c2c1=O	-37	15	7	101	104	7	-27	5	-0.5
COC(=O)C1=C(O)/C(=C\c2cc(C)n(-c3ccc(F)cc3)c2C)N=C1C	-15	13	-4	99	97	3	1	-4	6.1
CCCOn1nnnc1-c1ccccc1	-1	8	1	98	102	1	0	3	-0.1
COc1ccccc1NC(=S)N(Cc1ccccc1)Cc1cccs1	-10	-1	0	106	100	-9	13	-4	4.2
COCCCn1c(=NC(=O)c2ccncc2)c(C#N)cc2c(=O)n3cccc(C)c3nc21	-10	21	-5	96	93	15	-2	-4	5.6
COc1ccc(S(=O)(=O)NCC2CCCN(C(=O)c3ccco3)C2)cc1 (centres undefined)	-9	0	-8	89	93	-1	5	-2	1.7
CCCCn1c(-c2ccc(OC(F)F)cc2)nc2c1c(=O)[nH]c(=O)n2CC(C)C	-28	4	-4	93	92	-10	25	-7	0.7
CC(=O)/C(=N\Nc1ccc(C)cc1)Sc1nncn1C	-9	13	-1	103	106	1	-19	-4	-0.6
CN1CCCN(C(=O)/C=C/c2ccc(F)cc2)CC1	2	12	12	99	124	-15	-7	-10	0.7
CCOC(=O)c1c(NC(=O)CCc2ccc(CC)o2)sc(C)c1C	-5	-6	-1	101	110	8	0	-1	1.8

Single records (already shown). Order of screens: FID counter | SUMO HTRF inh | MEKK2mut PB1 HTS | MEKK3 PB1 HTS | MEKK2wt PB1 HTS | NS3 helicase inh | CRFBP-R2 block | GalR3 antagonist | CRFBP-R2 agonist
O=C(NC1CCCC1)C(c1ccc(N2CCOCC2)cc1)N(Cc1ccccc1)C(=O)c1ccco1 (centres undefined) across the screens: -5 | -1 | -3 | 94 | 91 | -2 | -31 | 0 | 0.7
CCC(C)NC(=O)c1cc(-c2ccccc2O)on1 (centres undefined) across the screens: 0 | 7 | 9 | 107 | 110 | 1 | 19 | · | -0.8
COc1cc(/C=N/n2cnnc2)ccc1OC(=O)c1ccco1 across the screens: -7 | 13 | -4 | 97 | 96 | -2 | -18 | -5 | 2.0

(more compounds)
SMILES	FID counter	SUMO HTRF inh	MEKK2mut PB1 HTS	MEKK3 PB1 HTS	MEKK2wt PB1 HTS	NS3 helicase inh	CRFBP-R2 block	GalR3 antagonist	CRFBP-R2 agonist
CC(C)(C)NC(=O)C1CCC(CNc2c(N3CCCCC3)c(=O)c2=O)CC1 (centres undefined)	-15	0	-6	89	87	-12	11	-5	-0.3
Cc1noc(NS(=O)(=O)c2ccc(N/C=C/C(=O)c3cccnc3)cc2)c1C	-19	-3	-11	80	83	-2	-21	4	1.3
Cc1nn(C)cc1C(C(=O)NC1CCCCC1)N(C(=O)Cc1cccs1)c1ccc(F)cc1 (centres undefined)	-5	-12	-2	95	98	8	-49	-2	-2.6
Cn1c(C(=O)NCCc2ccsc2)cc2c(=O)n(C)c3ccccc3c21	-8	-4	0	97	97	-6	-2	3	0.1
NNC(=O)c1sccc1OCc1cccc(C(F)(F)F)c1	-18	1	-13	95	84	-10	-3	-12	1.9
COC(=O)[C@@H]1CC[C@H](C)[C@@H](c2ccc(C)cc2)N1C(=O)c1ccc(/C=N/OCC[C@@H]2C=C[C@H](OC(C)=O)[C@@H](COC(C)=O)O2)cc1	-32	-20	-5	97	95	4	·	·	·
CC(=O)N1CCN(c2ccc(NC(=O)c3cccc(OCc4ccccc4)c3)cc2)CC1	-6	24	-3	94	92	4	-2	5	1.6
CC(C)COP(=O)(OCC(C)C)C(Nc1ccccc1)c1ccc2c(c1)OCO2 (centres undefined)	-29	-15	·	·	·	-12	-83	-5	8.5

7 records picked at random from those above:
SMILES	FID counter	SUMO HTRF inh	MEKK2mut PB1 HTS	MEKK3 PB1 HTS	MEKK2wt PB1 HTS	NS3 helicase inh	CRFBP-R2 block	GalR3 antagonist	CRFBP-R2 agonist
NNC(=O)c1sccc1OCc1cccc(C(F)(F)F)c1	-18	1	-13	95	84	-10	-3	-12	1.9
Cn1c(C(=O)NCCc2ccsc2)cc2c(=O)n(C)c3ccccc3c21	-8	-4	0	97	97	-6	-2	3	0.1
CC(C)COP(=O)(OCC(C)C)C(Nc1ccccc1)c1ccc2c(c1)OCO2 (centres undefined)	-29	-15	·	·	·	-12	-83	-5	8.5
Cc1noc(NS(=O)(=O)c2ccc(N/C=C/C(=O)c3cccnc3)cc2)c1C	-19	-3	-11	80	83	-2	-21	4	1.3
COC(=O)[C@@H]1CC[C@H](C)[C@@H](c2ccc(C)cc2)N1C(=O)c1ccc(/C=N/OCC[C@@H]2C=C[C@H](OC(C)=O)[C@@H](COC(C)=O)O2)cc1	-32	-20	-5	97	95	4	·	·	·
CC(=O)N1CCN(c2ccc(NC(=O)c3cccc(OCc4ccccc4)c3)cc2)CC1	-6	24	-3	94	92	4	-2	5	1.6
CC(C)(C)NC(=O)C1CCC(CNc2c(N3CCCCC3)c(=O)c2=O)CC1 (centres undefined)	-15	0	-6	89	87	-12	11	-5	-0.3

This is a subset; rates above refer to the full screens.
